# S1P3 antagonist – S1P3 receptor antagonists, primary screen, cell-based. CHO S1P3 NFAT-BLA reporter, FRET fluorescence, antagonist mode. 170,000 compounds, 0.27% hits. inhibition, % at 4.98 µM. Sphingosine 1-phosphate receptor 3 (Homo sapiens), Q99500;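 active = inhibition above the plate cutoff, the mean inhibition of test wells on that plate plus 3 SD, cut at about 28% in these data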;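 note: cells challenged with S1P at its EC80 of 0.8 µM; blue over green emission ratio from cleaved BLA substrate after 4 h stimulation; 0% = S1P-stimulated wells and 100% = unstimulated DMSO-only wells; some compounds past the cut are filed as inactive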
# Target sequence (Q99500 whole entry, looked up): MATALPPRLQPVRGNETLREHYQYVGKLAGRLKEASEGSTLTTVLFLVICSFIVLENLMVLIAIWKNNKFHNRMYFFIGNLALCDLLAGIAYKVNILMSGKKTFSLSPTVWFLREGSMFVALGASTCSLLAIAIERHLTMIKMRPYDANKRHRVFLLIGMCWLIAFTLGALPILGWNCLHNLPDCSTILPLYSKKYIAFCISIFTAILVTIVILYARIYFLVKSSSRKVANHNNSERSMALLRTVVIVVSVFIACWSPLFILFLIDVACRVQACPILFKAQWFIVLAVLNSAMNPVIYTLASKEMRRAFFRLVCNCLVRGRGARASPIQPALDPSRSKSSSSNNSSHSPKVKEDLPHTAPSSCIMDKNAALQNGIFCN
# ROMK primary – ROMK potassium channel modulators, primary screen, cell-based, thallium flux, MLSMR library | 130,000 compounds, 2% hits | B-score at 10 µM | ATP-sensitive inward rectifier potassium channel 1 (Homo sapiens), P48048 | Tet-inducible ROMK, thallium flux fluorescence; actives lie on both sides;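 active = signal ratio slope over the read window, or its plate-corrected B-score, at least 3 SD from the plate mean, either direction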;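 note: B-score of the F/F0 ratio slope over 7 to 12 s after thallium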
# Lmaj promast – Leishmania major promastigote growth inhibition, primary screen; Leishmania major promastigotes, resazurin fluorescence viability; inhibition, % at 10 µM; 200,000 compounds, 9% hits; in the data active = inhibition above about 50%;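 note: promastigotes grown with compound for 44 hours at 28 °C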
# DTT redox prof – compounds producing H2O2 with reducing agent – biochemical, NIH compound library profiling, artefact control for MLSCN library redox annotation, primary screen | DTT-dependent redox cycling H2O2, phenol red/HRP absorbance; 100% = 100 µM peroxide control, 0% = buffer | activation, % at 10 µM | 200,000 compounds, 0.03% hits;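 active = activation of at least 50% relative to the plate's high and low controls in the primary single-dose screen; inactive = activation below 50%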;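 note: compound incubated with DTT at 0.8 mM final as the reducing agent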
# bIAP activator – bovine intestinal alkaline phosphatase activators, primary screen, biochemical, bovine IAP, CDP-star luminescence | alkaline phosphatase, intestinal [Bos taurus] | purified bovine IAP, 30 min; active compounds read high; fold of DMSO-control signal, blank-subtracted | activation factor at 20 µM | 200,000 compounds, 0.17% hits | AID 1016, 2008;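 active = activation factor of 2 or more at 20 µM, a signal rise over negative controls twice the positive control's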
# PPARg SRC3 recr – PPARgamma agonists recruiting SRC-3 coactivator, primary screen, biochemical; Peroxisome proliferator-activated receptor gamma (Homo sapiens), P37231; biochemical PPARgamma/SRC-3 coactivator recruitment assay; activation, % at 8 µM; 200,000 compounds, 0.26% hits; in the data active = activation above about 23%;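 note: 0% = DMSO and 100% = reference agonist; some compounds past the cut are filed as inactive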
# Target sequence (P37231 whole entry, looked up): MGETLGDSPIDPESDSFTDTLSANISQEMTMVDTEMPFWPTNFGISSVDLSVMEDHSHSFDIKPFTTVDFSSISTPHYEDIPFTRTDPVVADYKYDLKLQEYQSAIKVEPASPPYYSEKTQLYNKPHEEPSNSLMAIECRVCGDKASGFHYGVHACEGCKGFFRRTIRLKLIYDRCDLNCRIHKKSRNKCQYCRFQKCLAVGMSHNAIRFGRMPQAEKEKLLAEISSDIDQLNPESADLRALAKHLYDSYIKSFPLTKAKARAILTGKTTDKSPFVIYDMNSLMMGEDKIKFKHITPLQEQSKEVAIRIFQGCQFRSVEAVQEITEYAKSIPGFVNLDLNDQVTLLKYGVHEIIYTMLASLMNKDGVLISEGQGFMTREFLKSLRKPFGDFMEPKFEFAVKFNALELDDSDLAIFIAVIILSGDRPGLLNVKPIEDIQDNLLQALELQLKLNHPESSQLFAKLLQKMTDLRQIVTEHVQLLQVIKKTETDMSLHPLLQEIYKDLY
# PPARg SRC1 recr – PPARgamma agonists recruiting SRC-1 coactivator, primary screen, biochemical; PPARgamma-SRC-1 coactivator recruitment biochemical assay; Peroxisome proliferator-activated receptor gamma (Homo sapiens), P37231; activation, % at 8 µM; AID 631, 2007; 200,000 compounds, 0.41% hits; in the data active = activation above about 19%;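 note: 0% = DMSO and 100% = reference agonist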
# TR-FRET SRC-2 ct – TR-FRET signal artefacts, primary screen, artefact control for PPARgamma SRC-2 agonist project, biochemical; TR-FRET ratio at 8 µM; 200,000 compounds, 0.4% hits; TR-FRET artefact counter-screen; active compounds read high; in the data active = TR-FRET ratio above about 2000; note: inactives centre near 1500
# TLR4 MyD88 comp – inhibitors of TLR4-MyD88 association in cells, primary screen, cell-based, HeLa CL3-4, BLA complementation, FRET ratio; 200,000 compounds, 0.18% hits; HeLa CL3-4 TLR4/MyD88 BLA complementation; inhibition, % at 8.4 µM; AID 861, 2007; Toll-like receptor 4 (Homo sapiens) + Myeloid differentiation primary response protein …; in the data active = inhibition above about 25%;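 note: 0% = vehicle and 100% = reference inhibitor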
# PPARg SRC-2 ag – agonists of PPARg-SRC-2 recruitment, primary screen, biochemical, HTS | PPARgamma LBD-SRC-2 recruitment | 200,000 compounds, 0.34% hits | activation, % at 8 µM; in the data active = activation above about 22%;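 note: 0% = vehicle and 100% = reference agonist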
# bIAP inh – bovine intestinal alkaline phosphatase inhibitors, primary screen, selectivity assay for TNAP inhibitor project, biochemical, bovine IAP, CDP-star luminescence; inhibition, % at 20 µM; 190,000 tested, under 10 active; AID 1019, 2008; purified bovine IAP, 30 min; alkaline phosphatase, intestinal [Bos taurus];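 active = over 50% inhibition of intestinal alkaline phosphatase at 20 µM in the single-dose screen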
#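 test system = bovine IAP enzyme | medium = DEA buffer 100 mM, pH 9.8, with MgCl2 1.0 mM, ZnCl2 0.02 mM | detection = luminescence | dosing = single compound dose of 20 µM, 2% DMSO final | incubation = 30 min reaction at room temperature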
# * = called active by the depositor; x = not tested or not shown.
SMILES,S1P3 antagonist,ROMK primary,Lmaj promast,DTT redox prof,bIAP activator,PPARg SRC3 recr,PPARg SRC1 recr,TR-FRET SRC-2 ct,TLR4 MyD88 comp,PPARg SRC-2 ag,bIAP inh
Cc1cc(C)c(C)c(OCCCN(C)C)c1,0.8,-0.703,1.8,-0.9,0.9,5.4,-1.8,1477,3.4,0.0,9.0
FC(F)(F)c1ccc(N2CCN(c3ncnc4c3nnn4Cc3ccccc3)CC2)nc1,-10.0,0.0116,-1.6,-0.1,0.9,-2.2,3.2,1332,5.5,9.5,6.4
O=C(N/N=C/CCc1ccccc1)C1CCCCC1,-7.8,0.038,-5.1,-0.1,1.3,0.6,6.5,1447,2.1,1.5,-29.6
COC(=O)CC1C(=O)NCCN1C(=S)Nc1cccc(C(F)(F)F)c1 (stereo not drawn),-37.4,0.431,-1.7,-0.7,1,-4.2,9.9,1526,-12.2,12.1,-1.1
COc1ccc(OCCOC(=O)c2[nH]c(C)c(C(C)=O)c2C)cc1,7.4,0.557,9.6,-1.6,1,0.5,4.6,1454,6.1,0.8,-1.5
Cc1ccc(C(=O)/C=C/c2ccccc2[N+](=O)[O-])cc1,-10.0,1.34,42.4,-2.1,1,0.6,6.9,1695,4.4,0.0,0.0
N#Cc1ccccc1S(=O)c1ccccc1C(=O)Nc1ccccc1 (stereo not drawn),-7.6,0.339,-1.7,-0.2,1,0.9,-1.3,1661,-3.4,2.0,0.5
CC(C)n1c(N2CCN(C(=O)c3cccs3)CC2)nc2ccccc21,-0.3,x,-0.8,0.9,1.1,8.1,7.3,1654,-2.0,8.3,-8.2
CCOc1ccc(C(=O)Nc2c3c(nn2-c2cccc(C)c2C)CS(=O)C3)cc1 (stereo not drawn),-10.2,x,-3.9,-0.7,1,-9.0,4.1,1663,7.7,-3.7,-1.6
COc1ccc(OCc2cc(-c3ccc(Cl)cc3)no2)cc1,-15.0,0.0206,-3.0,-0.5,1,-6.6,1.1,1362,-3.2,-8.4,3.0
CC(=O)NC(CCS(C)(=O)=O)C(=O)Nc1cc(C)on1 (stereo not drawn),6.3,x,-2.8,-0.6,0.9,7.9,1.7,1650,-4.8,8.1,7.2
CC(CCc1ccccc1)NC(=O)c1ccc(NC(=O)c2ccccc2)cc1 (stereo not drawn),-8.0,x,-5.1,0.6,0.9,8.8,2.2,1654,-4.2,6.3,14.8
O=C(Nc1ccc(-c2nc3ccccc3[nH]2)cc1)c1ccc2c(c1)OCO2,x,-0.519,5.0,-4.4,0.9,-0.1,-1.7,1391,2.6,-2.4,7.5
Cc1cccc(/C=N/N2CCN(c3ccccc3)CC2)c1,-3.2,1.09,-6.2,1.4,1.1,5.7,4.0,1374,-11.1,-2.1,-9.3
C/C(=C\C(=O)c1ccncc1)Nc1ccccc1O,-86.7,x,56.7*,3.4,0.8,4.3,7.6,1415,-19.1,6.9,15.7
O=C(NC(=S)Nc1cccnc1)c1cccs1,-5.0,-0.167,-6.8,0.0,0.9,-0.7,2.3,1493,-2.6,-1.1,8.8
COc1c(C)cc(C(=O)C2CCCN(Cc3cnc(N4CCOCC4)s3)C2)cc1C (stereo not drawn),10.9,-0.849,99.8*,1.1,1,0.0,-3.9,1685,8.5,0.8,-1.8
Cc1sc2nc3ccc(N4CCCCC4)nn3c(=O)c2c1C,-22.4,x,3.2,1.6,0.9,9.6,2.1,1519,-2.7,6.3,7.0
Cc1ccc(S(=O)(=O)NNC(=O)C(O)(c2ccccc2C)c2ccccc2C)cc1,-17.0,-0.591,-6.5,0.0,1.1,7.5,4.7,1647,-0.3,-0.7,-9.7
C/C=C/C(=O)OCC(=O)Nc1ccccc1Br,-2.4,1.02,1.0,-0.5,1.2,-3.8,-4.5,1463,7.8,-2.1,-17.1
CCOc1ccccc1NC(=O)Cn1nnc(C(=O)NCCc2ccc(OC)c(OC)c2)c1N,-0.7,0.353,-3.7,0.1,1,1.8,-0.7,1542,-12.2,-0.9,-4.1
O=C(/C=N/O)NCC1CCNCC1,22.6,0.684,3.4,0.0,1,12.1,-0.7,1315,1.5,-0.8,4.0
O=C(NC1CCCC1)C(c1ccccc1)N(Cc1cccnc1)C(=O)Cc1cccs1 (stereo not drawn),-2.5,-0.496,44.6,-0.2,1.1,1.1,1.6,1586,-6.9,7.2,-7.2
C/C(CC(=O)Nc1ccc(OCc2ccccc2)cc1)=N\NC(=O)C(=O)Nc1ccc(C)c(Cl)c1,x,x,-7.5,0.5,1,5.5,7.5,1534,-4.7,6.7,-1.5
CN(C)CC/C=C1/c2cc(F)ccc2CSc2ccc(F)cc21,-4.6,-3.17,98.8*,0.0,0.5,1.5,5.3,1634,1.2,3.8,48.5
CSc1cccc(NC(=S)N2CCC(N(C)C3CCCC3)CC2)c1,2.7,-2.1,85.4*,0.3,1,-2.2,7.4,1574,4.7,-0.9,-4.9
Fc1ccc(CSc2ccc3nnc(-c4cccnc4)n3n2)cc1,-14.2,0.211,65.7*,-1.0,1,-6.3,-1.6,1437,1.3,-3.3,3.6
Cc1nc2ccccc2n1C(=O)N(C)C,-9.5,1.52,-6.7,-0.4,0.9,1.9,1.9,1600,2.0,11.6,5.4
COc1ccccc1C/C(N)=N/OC(=O)COc1cccc2ccccc12,x,0.282,-6.3,-4.7,0.8,1.3,4.2,1442,-3.7,6.1,16.1
Cc1ccc(C(=O)NCC2CCCO2)cc1N1CCCC1=O (stereo not drawn),-23.3,0.905,-2.0,-2.2,0.9,3.6,-0.7,1715,-3.3,1.6,13.5
CCCn1c(N2CCN(CC(=O)Nc3ccc4c(c3)OCCO4)CC2)nc2ccccc21,-25.5,-0.0191,79.2*,-2.4,1.1,2.7,5.4,1557,-6.2,-0.1,-13.4
CC(C)C(=O)NC(=S)Nc1ccc(S(=O)(=O)N(C)C)cc1,12.4,x,47.7,-1.0,1,5.4,4.0,1725,-11.1,-2.1,-1.2
O=C(O)c1ccc(-n2c(=O)c3ccccc3c3ccccc3c2=O)cc1,-2.7,x,-5.0,0.6,1,-1.5,7.5,1621,0.9,5.5,1.2
Cc1ccc(Cn2nnc3c(=O)[nH]c(C4CCCN(C(=O)Nc5ccc(F)cc5F)C4)nc32)cc1 (stereo not drawn),x,x,7.7,2.4,1.1,4.3,0.4,1737,-2.7,-0.3,-5.3
Cn1c(SCC(=O)Nc2nc3c(s2)CCCC3)nnc1-c1ccccc1,-11.8,x,17.3,2.9,1,6.0,-6.7,1535,-10.6,1.1,0.1
CCOC(=O)c1c(NC(=O)CSc2n[nH]c(N)n2)sc(CC)c1C,-28.2,x,-0.1,-2.6,1.3,-2.7,3.2,1696,15.5,8.3,-33.7
Brc1ccc(OCc2ccccc2)c(CNCc2ccncc2)c1,x,x,93.7*,0.9,0.9,8.0,3.9,1805,-5.5,8.7,10.7
O=C1CSC(c2ccccn2)N1c1ccc(Cl)c(Cl)c1 (stereo not drawn),x,x,-1.4,1.6,1,0.8,-3.6,1480,-4.4,-1.9,4.4
CC1OC(Nc2ccc(OC(F)(F)F)cc2)C(O)C(O)C1O (stereo not drawn),-25.9,0.645,-1.8,-0.3,1,2.1,-3.5,1598,14.8,9.2,4.3
CCCN(CC1CC1)C(=S)Nc1ccccc1F,-1.1,x,-1.9,1.4,0.9,4.2,6.2,1685,-3.8,6.7,6.6

# Full records, quoted from the list. Order of screens: S1P3 antagonist	ROMK primary	Lmaj promast	DTT redox prof	bIAP activator	PPARg SRC3 recr	PPARg SRC1 recr	TR-FRET SRC-2 ct	TLR4 MyD88 comp	PPARg SRC-2 ag	bIAP inh
# Shown for O=C(O)c1ccc(-n2c(=O)c3ccccc3c3ccccc3c2=O)cc1 = -2.7	x	-5.0	0.6	1	-1.5	7.5	1621	0.9	5.5	1.2
# Shown for C/C=C/C(=O)OCC(=O)Nc1ccccc1Br = -2.4	1.02	1.0	-0.5	1.2	-3.8	-4.5	1463	7.8	-2.1	-17.1
# Shown for Cc1nc2ccccc2n1C(=O)N(C)C = -9.5	1.52	-6.7	-0.4	0.9	1.9	1.9	1600	2.0	11.6	5.4

# Later entries
SMILES,S1P3 antagonist,ROMK primary,Lmaj promast,DTT redox prof,bIAP activator,PPARg SRC3 recr,PPARg SRC1 recr,TR-FRET SRC-2 ct,TLR4 MyD88 comp,PPARg SRC-2 ag,bIAP inh
Cc1cccc(N=Nc2c(C)[nH]n(C(N)=S)c2=O)c1C,-6.8,-0.116,8.8,-0.2,1,1.7,3.4,1758,-6.3,-6.5,-3.0
CCOc1ccc(C(C)=O)cc1CSc1nc(C)cc(C)n1,0.8,-1.18,-1.7,-0.2,1.1,3.1,2.2,1646,6.8,7.1,-11.3
CN1CCN(S(=O)(=O)c2ccc(Sc3nnc(-c4cccs4)n3-c3ccccc3)nc2)CC1,-8.0,-0.312,-1.4,-4.7,0.9,-4.8,0.7,1668,3.1,3.9,5.1
COc1ccccc1CN(C)CC(=O)Nc1ccc(Cl)cc1C(F)(F)F,3.8,-0.33,3.0,-0.2,0.9,-3.2,1.4,1574,3.6,5.0,11.3
O=C(CNS(=O)(=O)c1ccc(Cl)cc1)N/N=C/c1ccco1,3.4,-0.0329,-3.7,-0.9,1,1.1,8.1,1661,-5.7,4.1,-2.5
O=C(O)CSC1CC(=O)N(c2ccc(Cl)c(Cl)c2)C1=O (stereo not drawn),10.7,x,-3.7,1.8,0.9,-4.3,1.2,1447,-3.8,-0.8,8.9
C/C(N)=C(/C#N)C(=O)COC(=O)CSc1ccccc1,8.6,x,-1.4,-0.1,1.4,4.6,8.4,1609,-17.9,4.9,-43.3
O=C(COc1cccc(Br)c1)N/N=C/C(=O)c1ccccc1,-7.6,-0.291,-0.5,-0.7,0.7,-1.2,8.2,1489,-1.5,-3.7,26.9
Cc1ccc(C(C(=O)NCC2CCCO2)N(Cc2ccccc2)C(=O)c2ccc(-c3ccccc3)[nH]2)o1 (stereo not drawn),-1.1,-0.365,53.0*,-0.4,1,-0.5,4.6,1588,1.9,12.5,2.3
O=S(=O)(Nc1nc2c(s1)CCCC2)c1ccc(F)cc1,x,-1.17,-3.0,0.1,0.8,0.0,-5.8,1431,-8.8,4.5,17.4
O=C(Nc1ccccc1)N1N=CCC1c1ccccc1 (stereo not drawn),-8.6,-1.1,-1.9,-0.2,1,7.5,-0.9,1539,3.5,2.2,2.8
CC1(c2ccccc2)NC(=O)N(CC(=O)Nc2cc(S(=O)(=O)N3CCOCC3)ccc2Cl)C1=O (stereo not drawn),-2.1,-0.0128,-3.2,0.4,1.1,1.3,7.7,1440,-0.1,2.3,-7.8

# Not a hit list (roughly 11% active in at least one column).
